PLC-beta3 inh: human PLC-beta3 inhibitors, primary screen, biochemical, fluorescence | 1-phosphatidylinositol 4,5-bisphosphate phosphodiesterase beta-3 (Homo sapiens), Q01970 | actives 0.18% (n = 370,000) | Purified PLC-beta3, fluorogenic substrate | inhibition, % at 12.2 µM; in the data active means inhibition above about 11%;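 further: 0% = median of compound wells on plate and 100% = full blocker control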
PLC-gamma1 inh: PLC-gamma1 enzyme inhibitors, primary screen, biochemical, fluorescence, purified enzyme. actives 0.84% (n = 370,000). inhibition, % at 12.2 µM. fluorogenic substrate. 1-phosphatidylinositol 4,5-bisphosphate phosphodiesterase gamma-1 (Homo sapiens), P19174; in the data active means inhibition above about 9.5%
Target sequence (P19174 whole entry, looked up): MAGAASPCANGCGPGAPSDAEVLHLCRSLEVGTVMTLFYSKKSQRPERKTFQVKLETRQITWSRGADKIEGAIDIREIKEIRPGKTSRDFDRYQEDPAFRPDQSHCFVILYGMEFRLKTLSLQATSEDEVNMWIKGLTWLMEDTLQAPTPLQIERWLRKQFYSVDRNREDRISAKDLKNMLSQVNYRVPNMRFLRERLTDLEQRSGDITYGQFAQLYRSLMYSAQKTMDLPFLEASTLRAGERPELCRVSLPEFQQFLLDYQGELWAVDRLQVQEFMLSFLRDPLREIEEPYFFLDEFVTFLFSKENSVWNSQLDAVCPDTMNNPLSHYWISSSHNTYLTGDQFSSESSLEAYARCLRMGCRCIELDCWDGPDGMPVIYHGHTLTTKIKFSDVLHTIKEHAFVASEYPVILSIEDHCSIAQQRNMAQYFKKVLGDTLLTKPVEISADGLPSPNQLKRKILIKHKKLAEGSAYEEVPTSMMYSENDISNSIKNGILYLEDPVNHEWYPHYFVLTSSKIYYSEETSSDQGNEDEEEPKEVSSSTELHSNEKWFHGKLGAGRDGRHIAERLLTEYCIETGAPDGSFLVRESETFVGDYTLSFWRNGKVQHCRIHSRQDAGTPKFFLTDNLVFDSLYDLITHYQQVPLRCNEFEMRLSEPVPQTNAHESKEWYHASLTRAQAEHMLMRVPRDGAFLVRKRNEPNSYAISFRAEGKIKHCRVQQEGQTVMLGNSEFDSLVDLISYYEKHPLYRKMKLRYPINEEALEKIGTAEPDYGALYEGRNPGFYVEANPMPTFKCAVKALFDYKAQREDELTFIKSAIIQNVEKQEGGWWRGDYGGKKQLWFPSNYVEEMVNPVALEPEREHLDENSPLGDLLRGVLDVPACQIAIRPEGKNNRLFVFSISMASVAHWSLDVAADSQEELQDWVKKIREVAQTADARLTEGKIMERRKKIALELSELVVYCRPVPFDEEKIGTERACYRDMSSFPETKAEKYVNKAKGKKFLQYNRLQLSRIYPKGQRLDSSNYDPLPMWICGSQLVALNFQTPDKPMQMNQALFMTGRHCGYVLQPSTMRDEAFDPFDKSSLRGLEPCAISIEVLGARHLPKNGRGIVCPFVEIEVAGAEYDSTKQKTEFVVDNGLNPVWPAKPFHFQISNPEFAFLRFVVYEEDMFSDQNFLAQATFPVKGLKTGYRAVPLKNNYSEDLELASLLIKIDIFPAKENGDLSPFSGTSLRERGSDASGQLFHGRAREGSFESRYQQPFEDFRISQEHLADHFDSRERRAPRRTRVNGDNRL
Tn6 DDE FP: inhibitors of Tn6 peptide binding to fibrin DD(E), primary screen, biochemical, fluorescence polarization, human fibrin, Tn6 probe; inhibition, % at 8.3 µM; actives 0.21% (n = 370,000); Fibrin DD(E) TRITC-Tn6 fluorescence polarization displacement; Fibrinogen beta chain (Homo sapiens), P02675;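 active means inhibition above a per-campaign cutoff: mean of compounds within control limits plus 3 SD, cut at about 15% in these data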;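 further: 0% = median of all compound wells on the plate and 100% = blocking peptide control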
ADAM10 inh: human ADAM10 inhibitors, primary screen, biochemical, QFRET, HTS | inhibition, % at 7 µM | Disintegrin and metalloproteinase domain-containing protein 10 (Homo sapiens), O14672 | recombinant ADAM10, EDANS/DABCYL FRET peptide cleavage, 3 h | AID 720582, 2013 | actives 0.62% (n = 370,000);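 active means inhibition above a per-campaign cutoff equal to the mean of compounds falling between control-based bounds plus 3 SD, cut at about 20% in these data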;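 further: 0% = DMSO wells while the 100% control is not disclosed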
SIAE inh: human SIAE inhibitors, primary screen, biochemical, fluorescence polarization, FP-Rh probe, 1536-well HTS | Sialate O-acetylesterase (Homo sapiens), Q9HAT2 | SIAE FP-Rh probe binding | inhibition, % at 9.66 µM | actives 0.69% (n = 370,000);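 active means inhibition above a cutoff: mean of compounds within the control limits plus 3 SD of those, cut at about 17% in these data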;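 further: 0% = plate median of compound wells and 100% = probe without SIAE protein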
ADAM17 inh: ADAM17 inhibitors, primary screen, biochemical, QFRET; inhibition, % at 6.95 µM; recombinant ADAM17, EDANS/DABCYL FRET peptide cleavage; AID 720648, 2013; Disintegrin and metalloproteinase domain-containing protein 17 (Homo sapiens), P78536; actives 0.83% (n = 370,000);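 active means inhibition above the mean of compounds lying between control limits plus 3 SD, set per campaign, cut at about 8.5% in these data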;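 further: 0% = DMSO-only wells as the low control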
ARFGAP1 inh: inhibitors of rat ARFGAP1 GAP activity, primary screen, biochemical, fluorescence polarization, GDP tracer | ADP-ribosylation factor GTPase-activating protein 1 (Rattus norvegicus), Q62848 | Arfgap1-stimulated ARF1 GTP hydrolysis, GDP FP detection | inhibition, % at 16.5 µM | actives 0.26% (n = 360,000) | AID 651572, 2012;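 active means inhibition above a per-plate limit, mean inhibition of low control wells plus 3 SD, cut at about 25% in these data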;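 further: 0% = DMSO wells with enzyme and 100% = wells lacking Arfgap1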
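Replicates: Single well per compound | Assay system: Truncated rat Arfgap1 GAP domain | Control set: No-Arfgap1 wells (100%) versus DMSO full-reaction wells (0%) | Times: Enzyme reaction 120 min at 25 °C after 20 min preincubation | Reagent: Human ARF1(Δ1-17)-GTP substrate | Measured by: Tracer-displacement fluorescence polarization with EDTA stop, 620/688 nm | Measure: Percent inhibition of Arfgap1-stimulated GTP hydrolysis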
ASAP1 GAP inh: inhibitors of human ASAP1 ArfGAP activity, primary screen, biochemical, fluorescence polarization; Arf-GAP with SH3 domain, ANK repeat and PH domain-containing protein 1 (Homo sapiens), …; ASAP1-stimulated ARF1 GTP hydrolysis, GDP FP detection; inhibition, % at 16.5 µM; actives 0.19% (n = 360,000); in the data active means inhibition above about 25%;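 further: 0% = vehicle with enzyme and substrate and 100% = no enzyme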
Tn7 DDE FP: inhibitors of Tn7 peptide binding to fibrin DD(E), primary screen, biochemical, fluorescence polarization, human fibrin, Tn7 probe; Fibrinogen beta chain (Homo sapiens), P02675; FP displacement of FITC-Tn7 peptide from fibrin DD(E); 0% = median of compound wells per plate; inhibition, % at 8.3 µM; actives 0.13% (n = 370,000); AID 720508, 2013;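 active means inhibition above the mean of compounds falling within the control limits plus 3 SD of them, cut at about 14% in these data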;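 further: 0% = plate median of compound wells and 100% = 10 µM Aha-Tn7 peptide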
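Test system – human fibrin DD(E) · Times – 10 min preincubation, 3 h with tracer, room temperature · Detection – fluorescence polarization of the labelled Tn7 tracer · Measure – percent inhibition normalized to high-control wells · Benchmarks – high control wells with 10 µM unlabelled Aha-Tn7 peptide (full inhibition) · Repeats – singlicate testing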
TDP2 inh: human TDP2 enzyme inhibitors, primary screen, biochemical, epi absorbance, recombinant enzyme; Tyrosyl-DNA phosphodiesterase 2 (Homo sapiens), O95551; inhibition, % at 12.8 µM; actives 0.34% (n = 370,000); T5PNP hydrolysis, p-nitrophenol absorbance 415 nm;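 active means inhibition above the mean of all tested compounds plus 3 SD, set per campaign, cut at about 25% in these data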;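 further: 0% = DMSO with enzyme and 100% = buffer with substrate but no TDP2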
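Read-out basis: percent inhibition. System: recombinant human TDP2. Buffer or medium: Mg2+-containing Tris-HCl buffer, pH 7.5. Repeats: single replicate. Timing: reaction 2 h, 37 °C. Benchmarks: high control without enzyme, low control DMSO plus TDP2. Probe or stimulus: 5 mM T5PNP. Doses: 12.8 µM only. Measured by: epi absorbance of p-nitrophenol freed from T5PNP by hydrolysis.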
The depositor's hits bear a star; x = no result given; & = joins results of further samples.

The first 8 entries, to show the layout:
SMILES	PLC-beta3 inh	PLC-gamma1 inh	Tn6 DDE FP	ADAM10 inh	SIAE inh	ADAM17 inh	ARFGAP1 inh	ASAP1 GAP inh	Tn7 DDE FP	TDP2 inh
O=C(NCc1ccc(F)cc1)c1cc(C2CCCCN2C(=O)c2ccccn2)on1 (stereo not drawn)	4	2	1	-6	-5	-1	-12	3	-6	9
COc1cc(/C=C2\SC(=O)N(CCNC(=O)c3cnc(C)cn3)C2=O)cc(OC)c1OC	0	-3	3	-5	-2	1	16	-6	-10	1
CCCc1nnc(NC(=O)CN2C(=O)C3C4C=CC(C4)C3C2=O)s1 (stereo not drawn)	2	2	-2	-6	-8	-3	-8	8	5	4
COC(=O)c1nnn(-c2ccc(F)c(Cl)c2)c1C(=O)OC	2	-1	12	1	-2	-4	-6	3	10	0
Nc1ncnc(NCc2ccccc2)c1[N+](=O)[O-]	1	-1	-7	-5	-5	-2	8	-9	-2	-5
CCOC(=O)C(C(=O)NCc1cccc(OC)c1)c1ncc(C(F)(F)F)cc1Cl (stereo not drawn)	1	3	-4	7	-1	-4	8	10	-3	0
CCN(CC)C(=O)Oc1ccc(NC(C)=O)cc1	-7	-6	-3	-10	3	-8	10	-5	3	3
CC(=O)c1ccc(N2CCN(CC(=O)Nc3ccccc3C(=O)NC3CC3)CC2)c(F)c1	-3	-1	-2	-7	-6	-4	2	9	-8	0

The whole of this part (from the top)
SMILES	PLC-beta3 inh	PLC-gamma1 inh	Tn6 DDE FP	ADAM10 inh	SIAE inh	ADAM17 inh	ARFGAP1 inh	ASAP1 GAP inh	Tn7 DDE FP	TDP2 inh
O=C(NCc1ccc(F)cc1)c1cc(C2CCCCN2C(=O)c2ccccn2)on1 (stereo not drawn)	4	2	1	-6	-5	-1	-12	3	-6	9
COc1cc(/C=C2\SC(=O)N(CCNC(=O)c3cnc(C)cn3)C2=O)cc(OC)c1OC	0	-3	3	-5	-2	1	16	-6	-10	1
CCCc1nnc(NC(=O)CN2C(=O)C3C4C=CC(C4)C3C2=O)s1 (stereo not drawn)	2	2	-2	-6	-8	-3	-8	8	5	4
COC(=O)c1nnn(-c2ccc(F)c(Cl)c2)c1C(=O)OC	2	-1	12	1	-2	-4	-6	3	10	0
Nc1ncnc(NCc2ccccc2)c1[N+](=O)[O-]	1	-1	-7	-5	-5	-2	8	-9	-2	-5
CCOC(=O)C(C(=O)NCc1cccc(OC)c1)c1ncc(C(F)(F)F)cc1Cl (stereo not drawn)	1	3	-4	7	-1	-4	8	10	-3	0
CCN(CC)C(=O)Oc1ccc(NC(C)=O)cc1	-7	-6	-3	-10	3	-8	10	-5	3	3
CC(=O)c1ccc(N2CCN(CC(=O)Nc3ccccc3C(=O)NC3CC3)CC2)c(F)c1	-3	-1	-2	-7	-6	-4	2	9	-8	0
COc1ccc(-n2nc(C(=O)c3cccs3)cc(-c3nc4ccccc4[nH]3)c2=N)cc1	-46	-36	-5	4	-4	-3	16	13	-8	-2
CCOC(=O)Cc1csc(NC(=O)CS(=O)(=O)Cc2ccccc2)n1	3	3	3	5	1	-1	-4	-4	1	12
O=C(O)C(c1ccccc1)N1C(=O)/C(=C\c2ccc(O)c(O)c2)SC1=S (stereo not drawn)	-50	-36	-3	0	-72	-5	-34	-4	-5	-6
COc1cccc(NC(=S)N/N=C2\CC3CCC2(C)C3(C)C)c1 (stereo not drawn)	-2	5	-5	14	10	4	-3	-21	2	-7
COC(=O)[C@@]1(Cc2ccc(F)cc2)[C@H]2c3cc(C(=O)N(C)C)n(CCc4ccc(OC)c(Br)c4)c3C[C@H]2CN1C(=O)c1ccccc1	-9	-5	-2	-13	0	5	0	12	0	-3
CC(C)c1ccc(NC(=O)C2CC(=O)Nc3nc4ccccc4n32)cc1 (stereo not drawn)	-80	3	-2	3	-1	-1	-3	-1	0	1
CC(C)N(C(=S)NCc1ccccc1)c1ccccc1	-2	3	8	-6	1	-3	11	-6	-2	-5
COc1ccc(-c2nn3c(-c4ccco4)nnc3s2)cc1OC	-21	-13	11	-1	-7	-1	1	-15	-8	-6
CC12CCC(C(=O)Nc3ccccc3Cl)(C(Br)C1=O)C2(C)C (stereo not drawn)	3	-2	3	-7	2	-4	8	-4	-4	-3
CCC(=O)Nc1cccc(NC(=S)NC(=O)c2ccccc2)c1	0	-4	-6	4	9	1	2	-7	-5	12
CN(C)c1ccnc2sc(C(=O)NCc3ccccc3)c(N)c12	-57	-46	1	-41	0	-21	-7	8	2	13
CN1CCN(c2ccc3c(c2)Oc2ccccc2CN(Cc2cn(Cc4ccccc4C(F)(F)F)nn2)S3(=O)=O)CC1	-1	-1	4	0	0	-1	x	x	6	-2
CCN(CCOC(=O)Nc1ccc(Cl)cc1)C(=O)Nc1ccc(Cl)cc1	2	4	-5	14	-10	4	4	16	-3	7
CCCc1cc2c(=O)c(-c3ccc4c(c3)OCCO4)c(C)oc2cc1OS(C)(=O)=O	-5	1	-5	8	-4	6	8	17	-1	-9
Cc1ccc(NS(=O)(=O)c2ccc3c(c2)CCC(=O)N3)cc1C	0&-10	-1&-3	-6&-3	-8&4	0&9	-6&-1	-4&-1	1&1	5&2	4&11
NC(=O)COC(=O)c1ccc(Cl)c(S(=O)(=O)N2CCN(c3ccc(F)cc3)CC2)c1	-5	1	-3	2	-6	1	-8	-8	-7	-8
COc1cccc(C(=O)NC2CCN(CC(=O)NCc3ccccc3F)CC2)c1	-6	2	0	-6	4	2	2	2	-8	5
CCc1nn(CC(=O)N2CCN(c3ccc(F)cc3)CC2)c(=O)c2cc3occc3n12	-10	0	0	-7	-2	-3	5	0	8	1
O=C(Cn1cc(C(F)(F)F)cc(Cl)c1=O)NCCc1ccc(Cl)cc1Cl	-8	-1	0	-6	0	-6	2	11	-5	0
Cc1nc(N)sc1C(=O)N/N=C/c1c[nH]c2ccccc12	-25	-22	-11	3	11	-6	10	8	-2	2
COCCCNC(=O)CN(c1ccc(OC)cc1)S(=O)(=O)c1ccc(NC(C)=O)cc1	0	2	-1	1	-4	-3	15	8	0	-4
Cc1nc(SCC(=O)Nc2c(C)n(C)n(-c3ccccc3)c2=O)[nH]c(=O)c1Cc1ccccc1	-2	-3	-1	-2	1	-6	-3	-13	0	4
COc1ccc(C(=O)Nc2ccc(C(=O)OCC(=O)c3cccc4ccccc34)cc2)cc1	2	1	3	-4	-13	-3	6	6	4	2
O=C(O)C1C(c2ccccc2)C(C(=O)OCCCO)C1c1ccccc1 (stereo not drawn)	0	1	-2	-3	-9	-5	8	7	-2	-9
Cc1cccc(C(=O)NC(=S)Nc2ccc(N3CCOCC3)cc2)c1	2	1	5	8	3	-1	-5	-10	1	9
CCN1C[C@@H]2[C@@H]3C(=O)N(Cc4ccccc4)C(=O)[C@@H]3[C@](CC)(C1=O)N2C(=O)c1ccc(C(F)(F)F)cc1	0	9	-4	4	-3	9	-12	-11	0	-19
Cc1nc(NCCc2ccc(S(N)(=O)=O)cc2)c2c(C)c(C)sc2n1	-6	0	-6	-3	1	4	14	25*	-4	-3
O=C(CNS(=O)(=O)c1ccccc1)NCC(=O)N1CCCCC1	-8	0	-2	-7	-4	-5	8	1	5	-7
O=C(Nc1ccc2ccccc2c1)c1ccc2[nH]c(=O)c(=O)[nH]c2c1	-13	-7	-11	-15	-10	-7	-13	9	5	4
CN(C)S(=O)(=O)c1ccc(/C(O)=C2/C(=O)C(=O)N(Cc3cccnc3)C2c2cccs2)cc1 (stereo not drawn)	-5	-3	-9	-13	-4	-4	-7	-8	-3	2
CCN(CC)S(=O)(=O)c1ccc(/C=C/C(=O)NC2CCCCC2)cc1	-4	1	4	4	-5	0	1	2	-3	12
Cc1cc(F)ccc1S(=O)(=O)Nc1ccc(C(=O)N2CCCCCC2)cc1	-9	0	5	-8	12	-1	-18	-9	0	-5
COC(=O)c1c(NC(=O)c2ccco2)sc(C(=O)N(C)C)c1C	-78	-65	-10	-19	-2	-6	8	2	5	-6
COC(=O)CN1C(c2ccccc2O)Nc2ccc(Br)cc2C1c1ccccc1 (stereo not drawn)	-5	-3	-2	5	4	4	2	-4	-10	-6
Cc1cc(Cl)ccc1OCC(=O)N1CCCCC1	1	4	-12	0	0	-3	10	15	-6	-1
Cc1cccc2cc(CN(CC3CCCO3)C(=O)c3ccco3)c(=O)[nH]c12 (stereo not drawn)	-5	0	-10	-19	4	-7	0	8	-2	2
CCOc1ccccc1NC(=O)CCNC(=O)Cn1ccc2ccccc2c1=O	-6	-1	6	5	0	-5	-1	-5	-2	0
CC(=O)c1ccc(NC(=O)Cn2nc(C)cc2C)cc1	3	-1	0	-2	-3	1	-1	9	-7	-6
